# Screening results (PubChem)
# CHT allo act: allosterically activates the human high affinity choline transporter. Q9GZV3. CHT-expressing cells, membrane potential dye, choline EC20; stronger effect = higher value; LV-AA mutant CHT in HEK293 cells. B-score at 10 µM. 0.49% of 310,000 active. AID 488977;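 active = initial fluorescence not abnormally high and integrated response B-score, plate-corrected, over 3 SD above library mean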
# Target sequence (Q9GZV3 whole entry, looked up): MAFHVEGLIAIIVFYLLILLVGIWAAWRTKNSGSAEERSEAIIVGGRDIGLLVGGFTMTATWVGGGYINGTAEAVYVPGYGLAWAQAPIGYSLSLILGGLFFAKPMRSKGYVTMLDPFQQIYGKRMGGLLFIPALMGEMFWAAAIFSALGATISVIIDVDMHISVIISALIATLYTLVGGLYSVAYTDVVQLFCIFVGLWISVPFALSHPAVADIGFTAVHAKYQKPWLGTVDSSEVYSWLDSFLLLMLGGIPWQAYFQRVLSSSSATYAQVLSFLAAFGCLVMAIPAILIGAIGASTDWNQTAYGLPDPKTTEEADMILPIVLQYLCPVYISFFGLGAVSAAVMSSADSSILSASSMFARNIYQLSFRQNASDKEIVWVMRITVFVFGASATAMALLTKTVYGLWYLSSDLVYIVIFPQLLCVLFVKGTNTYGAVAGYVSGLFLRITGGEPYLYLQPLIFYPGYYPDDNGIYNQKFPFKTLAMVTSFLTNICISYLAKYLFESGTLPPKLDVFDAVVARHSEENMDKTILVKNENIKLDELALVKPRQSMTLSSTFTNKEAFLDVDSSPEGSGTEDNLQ
# OX1R antagonist: blocks the human orexin 1 receptor; CHO/OX1R cells, Fluo-8 calcium fluorescence, orexin A; inhibition, % at 5 µM; 0.43% of 330,000 active; AID 434989;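 active = inhibition above its plate's threshold, mean inhibition of all tested compounds on the plate plus 3 SD, cut at about 37% in these data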;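 also: 0% = orexin A challenge wells and 100% = SB-334867-A antagonist wells; not every result past the cut was called active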
# Target sequence (O43613 whole entry, looked up): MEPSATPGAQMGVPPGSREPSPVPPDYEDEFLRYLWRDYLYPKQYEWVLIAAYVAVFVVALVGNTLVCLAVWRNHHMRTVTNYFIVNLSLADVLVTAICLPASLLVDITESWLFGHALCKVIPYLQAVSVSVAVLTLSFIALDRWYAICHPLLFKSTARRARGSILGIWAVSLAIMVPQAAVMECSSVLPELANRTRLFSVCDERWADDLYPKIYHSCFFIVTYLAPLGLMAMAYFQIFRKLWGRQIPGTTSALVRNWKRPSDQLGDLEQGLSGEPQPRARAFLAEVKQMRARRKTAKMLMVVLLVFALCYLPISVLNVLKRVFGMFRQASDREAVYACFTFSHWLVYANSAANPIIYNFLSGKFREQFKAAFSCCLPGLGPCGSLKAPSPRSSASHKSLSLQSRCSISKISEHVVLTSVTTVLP
# An asterisk follows results filed as active; i = inactive; . = not tested or not shown.
SMILES,CHT allo act,OX1R antagonist
Cc1cc(NS(=O)(=O)c2ccc(NC(=O)C(C)Oc3cccc(C)c3C)cc2)nc(C)n1 (stereo not given),i,-12
CCOC(=O)C1(C(F)(F)F)N=C(c2ccccc2F)OC(N(C)C)=N1 (stereo not given),i,-10
COc1cc(CC(=O)OCC(=O)c2c[nH]c3ccccc23)cc(OC)c1OC,.,-12
COc1ccc(S(=O)(=O)NC(C)C(=O)NCc2ccc3c(c2)OCO3)cc1OC (stereo not given),i,-4
Cc1ccc(S(=O)(=O)NCc2cccnc2)cc1C(=O)N1CCCC1,i,-13
O=C(CCCOc1ccccc1)N1CCN(c2ccccc2)CC1,i,-4
Cc1ccc2ccccc2c1NC(=O)c1ccco1,i,-15
CCN(CC)C(=O)CSc1nc2ccccc2o1,i,-11
O=C(CN1C(=O)COc2ccccc21)N1CCOCC1,i,1
COC(=O)Cc1ccc(NC(=S)N2CCN(C(=O)C3CCCO3)CC2)cc1 (stereo not given),i,-17
Cc1ccc(OCCC(=O)Nc2ccc(F)c(Cl)c2)cc1,i,-10
Cc1ccc(NC(=O)CSc2nnc(CNC(=O)c3ccco3)n2C)cc1,i,-23
COc1ccc(CCN2C(=O)C3C4C=CC(C4)C3C2=O)cc1OC (stereo not given),i,-12
CC1CCC(NC(=O)c2ccc(CS(=O)(=O)Cc3ccccc3F)o2)CC1 (stereo not given),i,-12
COc1cc(OC)c(NC(=O)Cn2cccc2)cc1Cl,i,0
CN(CC1CCCO1)S(=O)(=O)c1ccc(C(=O)Nc2ccc(S(N)(=O)=O)cc2)cc1 (stereo not given),i,4

# Given with two lines to a compound: entries from further up
# Under each structure: CHT allo act, OX1R antagonist
> Cc1ccc(NC(=O)CSc2nnc(CNC(=O)c3ccco3)n2C)cc1
  i, -23
> COc1ccc(CCN2C(=O)C3C4C=CC(C4)C3C2=O)cc1OC (stereo not given)
  i, -12
> CC1CCC(NC(=O)c2ccc(CS(=O)(=O)Cc3ccccc3F)o2)CC1 (stereo not given)
  i, -12
> COc1cc(OC)c(NC(=O)Cn2cccc2)cc1Cl
  i, 0
> CN(CC1CCCO1)S(=O)(=O)c1ccc(C(=O)Nc2ccc(S(N)(=O)=O)cc2)cc1 (stereo not given)
  i, 4

# Later entries:
SMILES,CHT allo act,OX1R antagonist
CCCCCn1c(=NC(=O)c2cccnc2)c(C#N)cc2c(=O)n3cccc(C)c3nc21,i,-6
COc1ccc(C#Cc2c(-c3ccccc3)n(-c3ccccc3)c3ccc(CO)cc23)cc1,.,-6
Cn1c(NCc2ccccc2Cl)nc2ccccc21,i,-20
COC(=O)c1ccc(NC(=O)C2CCCCC2C(=O)O)cc1 (stereo not given),i,-13
COc1ccc(CC2S/C(=N/N=C/c3ccc(O)cc3)NC2=O)cc1 (stereo not given),i,14
Cc1ccc2nc3n(c(=O)c2c1)CCCCC3,i,3
CN(C)C(=O)c1c(C(F)(F)F)nn(C)c1Cl,i,-20
c1ccc(-c2nn[nH]n2)nc1,i,-4
CC1(C)Cc2c(sc3c2c(=N)n(Cc2ccco2)c(=O)n3Cc2ccc(Cl)cc2)CO1,i,-38
Cc1ccc(S(=O)(=O)NCC(C)NS(=O)(=O)c2ccccc2[N+](=O)[O-])cc1 (stereo not given),i,-2
CCS(=O)(=O)N1CCC(C(=O)NCc2ccccn2)CC1,i,0
O=C(Cn1cnc(S(=O)(=O)N2CCCC2)c1)Nc1cccc(Br)c1,i,8
COc1ccccc1OCC(=O)N1CCC2(CC1)CC(=O)c1ccccc1O2,i,-9
Cc1c(Cl)cccc1NC(=S)Nc1ccc2[nH]c(=O)[nH]c2c1,i,-2
CCC(C)c1ccc(-n2c(=O)c3ccccc3n3c(=S)[nH]nc23)cc1 (stereo not given),i,-3
COc1ccccc1C(=O)OCCNC(=O)Cn1cnc2c1c(=O)n(C)c(=O)n2C,i,-9

# Reprinted from the part before: six entries; new compounds follow.
SMILES,CHT allo act,OX1R antagonist
CCS(=O)(=O)N1CCC(C(=O)NCc2ccccn2)CC1,i,0
O=C(Cn1cnc(S(=O)(=O)N2CCCC2)c1)Nc1cccc(Br)c1,i,8
COc1ccccc1OCC(=O)N1CCC2(CC1)CC(=O)c1ccccc1O2,i,-9
Cc1c(Cl)cccc1NC(=S)Nc1ccc2[nH]c(=O)[nH]c2c1,i,-2
CCC(C)c1ccc(-n2c(=O)c3ccccc3n3c(=S)[nH]nc23)cc1 (stereo not given),i,-3
COc1ccccc1C(=O)OCCNC(=O)Cn1cnc2c1c(=O)n(C)c(=O)n2C,i,-9
O=C(c1ccc(Cl)c(S(=O)(=O)N2CCCCC2)c1)N1CCCC(C(F)(F)F)C1 (stereo not given),.,-6
O=C(O)COc1ccc(/C=N/NC(=O)Cc2ccc(Cl)cc2)cc1,i,7
O=C(c1ccc(COc2c(F)c(F)cc(F)c2F)o1)N1CCN(c2ccccc2)CC1,i,-10
COc1cccc2cc(C(C)N(CCCN3CCOCC3)C(=S)Nc3ccccc3C)oc12 (stereo not given),i,-46
O=C(COC(=O)c1c2c(nc3ccccc13)CCCC2)c1cccs1,i,-26
COc1cc(SC)ccc1C(=O)Nc1nc(C)cs1,i,-21
CCOC(=O)C1=C(N)OC2=C(C(=O)CC(C)(C)C2)C1C1CCCCC1 (stereo not given),i,-17
O=C(NCc1csc(-c2cccs2)n1)c1ccsc1,i,-12
Cn1c(=O)c2c(nc(N3CCCCCC3)n2CC(O)COc2ccccc2)n(C)c1=O (stereo not given),i,-13
C=CCNC(=O)[C@@H]1CSC2c3ccc(OC)c(OC)c3C(=O)N21 (stereo not given in full),i,-23
O=C(O)c1ccc(COc2ccccc2[N+](=O)[O-])o1,i,10
COc1ccc(Nc2nc(Cl)nc(Nc3ccc(OC)cc3)n2)cc1,i,-33
CCc1ncc(CN2CCCC(C(=O)Nc3ccc(-c4cscn4)cc3)C2)cn1 (stereo not given),i,7
COc1ccc(CNC(=O)CSc2nnc(C)c(=O)[nH]2)cc1,i,-4
O=S(=O)(c1ccc(Cl)cc1)N1CCN=C1SCc1cccnc1,i,-28
Cc1cnc(NC(=O)C(C)N2CCN(C)CC2)s1 (stereo not given),i,-21
COc1cccc(C2/C(=C(/O)c3ccc4c(c3)CC(C)O4)C(=O)C(=O)N2CC2CCCO2)c1 (stereo not given),i,.
O=C(Nc1ccc(S(=O)(=O)Nc2ccc(Cl)cc2)cc1)C1CCCO1 (stereo not given),i,14
CCOC(=O)NC(Nc1ccc(OC)cc1)(C(F)(F)F)C(F)(F)F,i,3
FC(F)(F)c1cccc(-c2ccc(-c3csnn3)o2)c1,i,-25
CCN1CCCC1CNC(=O)c1cc(N)ccc1OC (stereo not given),i,4
COc1cccc(C(=O)N2CCN(C(=O)COc3ccc4ccccc4c3)CC2)c1,i,-23
Cc1ccc(S(=O)(=O)NC2=C(N3CCN(Cc4ccccc4)CC3)C(=O)c3ccccc3C2=O)cc1,i,-30
O=C(NC1CCCCC1)c1cccc(S(=O)(=O)N2CCOCC2)c1,i,-15
COc1cccc(NC(C)C(=O)N2CC(C)OC(C)C2)c1 (stereo not given),i,-19
O=C(COC(=O)Cc1c[nH]c2ccccc12)Nc1cc(S(=O)(=O)N2CCOCC2)ccc1Cl,.,-18
COC(=O)Cn1c(N2CCCC2)nc2c1c(=O)n(C)c(=O)n2C,i,-1
N#Cc1ncn(-c2ccc(Oc3ccccc3)cc2)c1N,i,-11
O=C(Cc1ccc(Cl)cc1)NCC(=O)N1CCCC1,i,-20
CCCN(CCC)CCNc1c(NC2CCN(C(=O)OCC)CC2)c(=O)c1=O,i,-11
CCOC(=O)c1sc(=S)n(-c2ccccc2OC)c1N,i,-20
COc1cccc(NC(=O)CN(C)C(=O)c2ccccc2Sc2ccccc2C#N)c1,.,24
CCN(CC)S(=O)(=O)c1ccc(-c2cn3ccc(C)cc3n2)cc1,i,-5
C/C(=N\NC(=O)c1nn(C)c(C)c1Br)c1ccc(NC(=O)c2ccoc2C)cc1,i,-11
C[C@H](NC(=O)c1nc[nH]c1C(=O)N1CCN(C(=O)OC(C)(C)C)CC1)C(=O)OC(C)(C)C,i,-5
O=C(Nc1ccccc1F)Nc1ccc([N+](=O)[O-])cc1Cl,i,-4
O=C(CSc1nnc(-c2cnccn2)n1Cc1ccco1)Nc1ccc(Br)cc1,i,-40
Cc1sc(N/N=C/c2cccnc2)nc1-c1ccc(Cl)cc1,i,-30
S=C(Nc1ccccc1)Nc1nccs1,i,-16
COc1ccccc1NC(=S)NC(=O)CCc1ccccc1,i,-27
CC(C)C(=O)Nc1cccc(NC(=O)c2cccc(Br)c2)c1,i,-16
Cn1cccc1C(=O)NC(=O)CSc1cccc[n+]1[O-],i,-6
COc1ccc([N+](=O)[O-])cc1NC(=O)CCSCCc1ccccn1,i,-21
COc1ccc(NC(=O)c2cc(-c3ccc(C)o3)nc3ccccc23)cc1,i,-35
CC(C)S(=O)(=O)C1=NSC2=NC(=O)/C(=C\c3ccc(-c4ccccc4)o3)C(=N)N21,i,1
COc1ccccc1CN1CC(C(=O)NCc2cccnc2)CC1=O (stereo not given),i,-9
NC(=O)c1ccc(NC(=O)Cn2c(=O)n(-c3ccccc3)c(=O)c3oc4ccccc4c32)cc1,i,2
O=c1c(Cc2c(F)cccc2Cl)c(O)ccn1CCCn1ccnc1,i,-20
CC(C)(C)c1ccc(-c2noc(CCC(=O)Nc3cccnc3)n2)cc1,i,-15
CC(C)OCCCn1c(=N)c(C(N)=S)cc2c(=O)n3ccccc3nc21,6.6*,-34
Cc1cc(NC(=O)C2COc3ccccc3O2)no1 (stereo not given),i,-17
CCN(c1ccccc1)S(=O)(=O)c1ccc(Oc2ccc(C(C)=O)cc2OC)nc1,.,-3
Cc1ccc2c(CC(=O)OC(C)C(=O)NCc3ccc4c(c3)OCO4)coc2c1 (stereo not given),i,-19
O=C1NC(=Nc2ccc(F)cc2)CS1,i,7
Nc1c(C(=O)CSc2nnc(Cc3ccccc3)o2)c(=O)[nH]c(=O)n1C1CC1,.,-6
C=CCOc1c(CNn2nnnc2N)cccc1OC,i,2

# Other results
SMILES,CHT allo act,OX1R antagonist
CCCCNC(=O)COCc1cc(-c2ccc3c(c2)OCO3)on1,10*,-16
O=C(CN1CCOCC1)N/N=C/c1cccc2ccccc12,i,-12
O=C(Nc1ccccc1C(F)(F)F)C1CCCC1,i,-3
CC(=O)Nc1ccc(S(=O)(=O)NCc2nc(-c3ccccc3)no2)cc1,i,-3
C[C@@H]1O[C@@H](Oc2c(-c3cc(O)c(O)c(O)c3)oc3cc(O)cc(O)c3c2=O)[C@H](O)[C@H](O)[C@H]1O,i,-10
CS(=O)(=O)N(CC(=O)NC1CC2CCC1C2)c1cccc(C(F)(F)F)c1 (stereo not given),i,-19
CS(=O)(=O)N(CC(=O)NCc1ccc2c(c1)OCO2)c1ccccc1,i,-33
COc1ccccc1CC(=O)Nc1ccc(S(=O)(=O)N2CCOCC2)cc1,i,-7
COc1ccc(C(CNC(=O)c2sccc2C)N2CCOCC2)cc1 (stereo not given),i,-22
O=C(CSc1ncn[nH]1)NCCc1ccccc1,i,-2
CCCCN(C)C/C(O)=C(\C#N)c1nc(-c2ccccc2)cs1,i,-6
N#Cc1cn(Cc2ccccc2)c(=O)[nH]c1=O,i,-11
Cc1ccc(-c2nc(NC(=O)c3cc(C(C)(C)C)nn3C)sc2C)cc1Cl,i,-59
CCOc1ccc(CC(=O)C2=C(N3CCOCC3)CC(C)(C)CC2=O)cc1OCC,i,-9
COCC(=O)N(C)c1nnc(-c2ccc([N+](=O)[O-])cc2)s1,i,-18
COc1ccc(/C(O)=C2/C(=O)C(=O)N(CCCN3CCOCC3)C2c2ccc(OC)cc2)cc1 (stereo not given),i,-30

# An excerpt from above in order of their number in OX1R antagonist, highest first.
structure | OX1R antagonist
N#Cc1cn(Cc2ccccc2)c(=O)[nH]c1=O | -11
O=S(=O)(c1ccc(Cl)cc1)N1CCN=C1SCc1cccnc1 | -28
Cc1sc(N/N=C/c2cccnc2)nc1-c1ccc(Cl)cc1 | -30

# Further records follow.
SMILES,CHT allo act,OX1R antagonist
N=C1/C(=C/c2ccc(OC(=O)c3ccco3)cc2)C(=O)N=C2SC=CN12,i,-5
Cc1ccccc1C(=O)Nc1cccc(NC(=O)c2ncn[nH]2)c1,i,1
CC(C)(C)c1cnnn1-c1ccc(NC(=O)c2ccc3c(c2)OCO3)cc1,i,-19
O=C(Nc1ccc2c(c1)C(=O)N(CC1CCCO1)C2=O)c1cccc(Br)c1 (stereo not given),i,8
CC(C)CCNC(=O)CN(C(=O)Cn1nnc(-c2ccc(F)cc2)n1)C1CCCC1,i,-12
CC(C)(CNC(=O)CNC(=O)c1ccccc1F)N1CCOCC1,.,-11
Cc1ccccc1CS(=O)(=O)Cc1ccc(C(=O)NCCCN2CCCC2=O)o1,i,12
Cc1onc(-c2ccccc2)c1C(=O)N1CCN(c2ccccc2)CC1,i,-29
CCOc1ccc(OC(=O)c2cccnc2)cc1,i,-25
CCOc1ccccc1N1CCN(C(=O)CNC(=O)c2ccccc2F)CC1,i,-7
Cc1nn(-c2ccc(C(=O)O)cc2)c(C)c1Cl,i,-14
CC(=O)c1ccc(-c2ccc(C(=O)NCC(c3ccco3)N(C)C)o2)cc1 (stereo not given),.,-16
COc1ccc(CCn2c(NCCCN3CCOCC3)nc3c2c(=O)[nH]c(=O)n3C)cc1,i,-8
Cc1nc(NCC2CC2)c2nnn(Cc3ccccc3)c2n1,i,-18
COc1ccccc1-c1sc2ccccc2c1-c1ccc(O)cc1,.,13

# Rows were taken by chance; 0.83% or so of the library scored in one or more.
